High-throughput results from PubChem.
Sm TGR inh: blocks Schistosoma mansoni thioredoxin glutathione reductase; purified TGR, DTNB reduction, TNB absorbance 405 nm; Potency, µM (top dose mostly 114 µM), without a hit: top-dose activity change, negative = inhibition, hits mostly inhibitors; 360,000 tested, 3% active; Q962Y6; also: potency is read from the fitted curve at half-maximal effect; nearly all actives have a fitted effect of over 60% in size
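First, TGR (20 nM dispensed) and NADPH were mixed with compound. Second, a 15 min room-temperature incubation followed. Third, further NADPH and then DTNB were added to start the reaction. Finally, TNB absorbance was monitored kinetically.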
AmpC no deterg: blocks E. coli AmpC beta-lactamase in detergent-free assay; AmpC nitrocefin hydrolysis, absorbance 480 nm, 0.0001% Triton; Potency, µM (series often up to 57.1 µM), for inactives: at the top dose activity change, negative = inhibition, most hits filed as inhibitors; 330,000 tested, 0.52% active; AID 485341;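 also: potency is read from the fitted curve at half-maximal effect; plate controls were no compound for no effect and no enzyme for full effect; nearly all actives have a fitted effect of over 20% in size; some results filed as inactive show a strong effect at the top dose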
Target sequence (P00811 whole entry, looked up): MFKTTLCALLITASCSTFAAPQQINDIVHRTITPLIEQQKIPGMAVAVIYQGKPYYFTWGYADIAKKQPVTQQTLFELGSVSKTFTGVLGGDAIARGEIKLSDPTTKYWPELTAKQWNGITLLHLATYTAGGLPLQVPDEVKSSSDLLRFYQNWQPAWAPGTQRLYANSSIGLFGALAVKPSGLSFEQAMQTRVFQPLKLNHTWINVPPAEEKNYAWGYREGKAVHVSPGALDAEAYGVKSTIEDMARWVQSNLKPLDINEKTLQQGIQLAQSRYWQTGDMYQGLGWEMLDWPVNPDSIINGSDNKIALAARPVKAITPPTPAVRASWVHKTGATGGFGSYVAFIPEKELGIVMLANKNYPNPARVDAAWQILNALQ
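20 mM phosphate pH 7.0 + 0.01% (detergent screen) or 0.0001% Triton X-100; 5.3 nM AmpC reagent; cpd preinc 15 min RT; nitrocefin (800 uM stock) to start; A480 q20 s × 4 min; Activity was normalised to no-enzyme and no-compound control wells.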
AmpC inh detg: inhibitors of E. coli AmpC beta-lactamase with detergent; Potency, µM (titrated, usually from 114 µM), for inactives: top-dose activity change, negative = inhibition, actives largely listed as inhibitors; 370,000 tested, 0.041% active; AmpC hydrolysis of nitrocefin, absorbance 480 nm, 0.01% Triton; AID 485294;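 also: potency is read from the fitted curve at half-maximal effect; 0% = no-compound wells and -100% = no-enzyme wells; nearly all actives have a fitted effect of over 25% in size; some results filed as inactive show a strong effect at the top dose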
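20 mM phosphate pH 7.0 + 0.01% (detergent screen) or 0.0001% Triton X-100; 5.3 nM AmpC reagent; cpd preinc 15 min RT; nitrocefin (800 uM stock) to start; A480 q20 s × 4 min; Activity was normalised to no-enzyme and no-compound control wells.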
HCMV inh: blocks human cytomegalovirus replication. HFF cells, HCMV-luciferase reporter, 72 h; stronger effect = lower value. 410,000 tested, 4.5% active. AID 1259415. activity change, negative = inhibition, % at 57.5 µM; in the data active = activity change below about -60%; inconclusive = no clear call, values can overlap the other calls; inactive = above about -39%
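Screen run at 2 compound doses on HFFs infected with reporter HCMV, MOI 1 PFU/cell. Luciferase activity from cell lysates at 72 h post infection gave inhibition relative to buffer-only and Salinomycin wells.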
AMA1-RON2 inh: inhibitors of Plasmodium falciparum AMA1-RON2 interaction | AID 720542 | 360,000 tested, 0.2% active | AlphaScreen AMA1-biotinylated RON2 peptide binding | Potency, µM (highest dose often 58.2 µM), without a hit: top-dose activity change, negative = inhibition, hits mostly inhibitors;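 also: potency is read from the fitted curve at half-maximal effect; 0% = vehicle wells and -100% = peptide control; nearly all actives have a fitted effect of over 45% in size; some results filed as inactive show a strong effect at the top dose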
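AMA1 (3D7) with his tag at 25 nM final met compounds first, then biotinylated RON2 peptide at 25 nM; detection used donor plus acceptor beads, 10 µg/mL apiece, read by AlphaScreen after 30 min at room temperature.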
FBPA Giardia inh: blocks Giardia fructose-bisphosphate aldolase activity. A8B2U2. purified Giardia FBPA. Potency, µM (series often up to 59.6 µM), for the others: at the top dose activity, negative = inhibition, most hits filed as inhibitors. 290,000 tested, 0.71% active; also: potency is read from the fitted curve at half-maximal effect; nearly all actives have a fitted effect of over 55% in size
Target sequence (A8B2U2 whole entry, looked up): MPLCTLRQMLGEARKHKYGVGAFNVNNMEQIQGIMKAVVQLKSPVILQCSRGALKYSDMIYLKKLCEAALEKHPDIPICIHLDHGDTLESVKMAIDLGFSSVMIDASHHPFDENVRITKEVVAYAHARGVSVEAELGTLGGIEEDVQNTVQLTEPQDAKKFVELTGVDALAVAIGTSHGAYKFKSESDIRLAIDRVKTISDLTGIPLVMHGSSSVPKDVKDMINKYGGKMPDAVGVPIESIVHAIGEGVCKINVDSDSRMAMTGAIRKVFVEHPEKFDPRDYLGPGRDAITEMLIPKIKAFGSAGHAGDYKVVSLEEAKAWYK
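40 nM FBPA preincubated 10 min at RT with compound (up to 57.5 uM final), then substrate plus GAPDH/TPI/NAD/arsenate coupling and diaphorase/resazurin added. Fluorescence read after 20 min at RT, 525/598 nm.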
* marks the source's active call; other numbers are inactive results; [ ] = remark or other dose. Unless noted, calls follow the shape of the dose curve; as a rule, active = well fitted curve in the direction sought with a large enough effect; inconclusive = small, poorly fitted or top-dose-only effect, or another doubt; inactive = no such curve, though single readings can be large; an effect the other way counts as inactive or inconclusive. Unless noted, % is scaled to controls: 0 for no effect and ±100 for the full control effect. No enrichment for hits (roughly 7.8% active in at least one column).

COC(=O)C1=C(C)NC(=S)NC1c1ccc(OCC(=O)N2CCCCC2)c(OC)c1 (centres undefined) was read as Sm TGR inh -9%, AmpC no deterg -19%, AmpC inh detg -2%, HCMV inh -63* and AMA1-RON2 inh 12%.
`Cc1cccc(-n2ncc3c(NCCN4CCOCC4)ncnc32)c1` gave Sm TGR inh 13%, AmpC no deterg -4%, AmpC inh detg 1%, HCMV inh 73, AMA1-RON2 inh 1% and FBPA Giardia inh -8%.
`O=C(C[n+]1ccncc1)c1ccccc1` gave Sm TGR inh 35µM*, AmpC no deterg 3%, AmpC inh detg inconclusive, HCMV inh -4, AMA1-RON2 inh -11% and FBPA Giardia inh -18%.
`CCc1c(C)nc(N2CCN(Cc3ccccc3)CC2)[nH]c1=O` gave Sm TGR inh -9%, AmpC no deterg -11%, AmpC inh detg -11%, HCMV inh 5, AMA1-RON2 inh 0% and FBPA Giardia inh 3%.
For CCc1ccc2c(CN3CCN(S(=O)(=O)c4ccccc4F)CC3)cc(=O)oc2c1 the results were AmpC no deterg -28%, HCMV inh -3 and AMA1-RON2 inh 0%.
Cc1cc(NNC(=O)c2cccc(C(F)(F)F)c2)nc2c1c(C)nn2C was read as Sm TGR inh 13%, AmpC no deterg 36%, AmpC inh detg 3%, HCMV inh inconclusive, AMA1-RON2 inh 79%[activator] and FBPA Giardia inh 2%.
Screening COC(=O)[C@]1(C)N[C@H](CN(C)S(=O)(=O)c2ccc(-c3ccccc3)cc2)[C@@H]2C(=O)N(Cc3ccccc3)C(=O)[C@@H]21 returned AmpC no deterg 38%, HCMV inh -9 and AMA1-RON2 inh 0%.
Screening NC(=O)c1cc([N+](=O)[O-])ccc1NCc1cnccn1 returned Sm TGR inh -1%, AmpC no deterg 0%, AmpC inh detg -13%, HCMV inh 3 and AMA1-RON2 inh 35%[activator].
For CC(C)CNC(=O)C1CCN(S(=O)(=O)c2ccc(-n3cnnn3)cc2)CC1 the results were Sm TGR inh 4%, AmpC no deterg -8%, AmpC inh detg inconclusive, HCMV inh -3, AMA1-RON2 inh 10% and FBPA Giardia inh 5%.
COc1ccccc1CNC(=O)C1CCCN1S(=O)(=O)c1cccc2cccnc12 (centres undefined) was read as Sm TGR inh 5%, AmpC no deterg 29%, AmpC inh detg -12%, HCMV inh 59, AMA1-RON2 inh -2% and FBPA Giardia inh 0%.
Screening Cc1cc(C)c(S(=O)(=O)N2CCN(C(=O)CN3C(=O)NC4(CCCC4)C3=O)CC2)c(C)c1 returned Sm TGR inh 1%, AmpC no deterg -6%, AmpC inh detg -2%, HCMV inh -68* and AMA1-RON2 inh -7%.
For O=C(NCCCNC(=O)c1cc(Cl)ccc1Cl)c1ccccn1 the results were Sm TGR inh 12%, AmpC no deterg -11%, AmpC inh detg 3%, HCMV inh 48, AMA1-RON2 inh 31%[activator] and FBPA Giardia inh -2%.
Screening CCOc1cc(C(=O)Nc2cc(C)on2)cc(OCC)c1OCC returned Sm TGR inh 5%, AmpC no deterg -10%, AmpC inh detg 7%, HCMV inh -2, AMA1-RON2 inh 4% and FBPA Giardia inh 10%.
Screening CSc1nncc(/C(C)=N\Nc2ccccc2)n1 returned Sm TGR inh -17%, AmpC no deterg -17%, AmpC inh detg -6%, HCMV inh 20, AMA1-RON2 inh -20% and FBPA Giardia inh -2%.
`COc1ccc(C(=O)N(C)C(C)c2ccon2)cc1OC1CCN(C(C)C)CC1` (centres undefined) gave Sm TGR inh 7%, AmpC no deterg -16%, AmpC inh detg 1%, HCMV inh 12 and AMA1-RON2 inh -8%.
`O=C(O)c1ccc2oc(=O)c(S(=O)(=O)c3ccc(F)cc3)cc2c1` gave Sm TGR inh -1%, AmpC no deterg -3%, AmpC inh detg -5%, HCMV inh 23, AMA1-RON2 inh -3% and FBPA Giardia inh 12%.
Screening COc1ccccc1CN=c1c([N+](=O)[O-])nn(-c2ccc3c(c2)OCCO3)n1O returned Sm TGR inh 40µM*, AmpC no deterg -9%, AmpC inh detg -13%, HCMV inh 23, AMA1-RON2 inh inconclusive and FBPA Giardia inh -10%.
`CCN(CC)C(=O)[C@H]1CC(CC(=O)NCCCn2ccnc2)C(=O)N2CCc3c([nH]c4ccccc34)[C@]12C` (some centres undefined) gave AmpC no deterg 40%, HCMV inh 1 and AMA1-RON2 inh -14%.
`COc1cc(OC)c(NC(=O)c2cc3c(=O)oc4ccc(C)cc4c3s2)cc1Cl` gave Sm TGR inh 1%, AmpC inh detg 1% and HCMV inh 1.
For CC(=O)c1cccc(S(=O)(=O)N2CCn3cccc3C2C)c1 (centres undefined) the results were Sm TGR inh 32µM*, AmpC no deterg -7%, AmpC inh detg inconclusive, HCMV inh -13 and AMA1-RON2 inh -12%.
For COc1ccc(NCc2cc3ccccc3[nH]c2=O)cc1 the results were Sm TGR inh -25%, AmpC no deterg -17%, AmpC inh detg -15%, HCMV inh 55, AMA1-RON2 inh -22% and FBPA Giardia inh inconclusive.
COc1ccc(N2CCN(S(=O)(=O)Cc3ccccc3)CC2)cc1 was read as Sm TGR inh -12%, AmpC no deterg -43%, AmpC inh detg 2%, HCMV inh 16, AMA1-RON2 inh -2% and FBPA Giardia inh 0%.
For O=c1[nH]c(/C=C\c2cccc(F)c2)nc(O)c1[N+](=O)[O-] the results were Sm TGR inh 5%, AmpC no deterg -15%, AmpC inh detg -2%, HCMV inh -1, AMA1-RON2 inh -10% and FBPA Giardia inh 3%.
COC(=O)c1c(C)[nH]c(C(=O)COC(=O)c2c(C)noc2C)c1C was read as Sm TGR inh -17%, AmpC no deterg -25%, AmpC inh detg -7%, HCMV inh 14 and AMA1-RON2 inh -4%.
Cc1cc(=O)n(Cc2ccc(OC(C)C)cc2)c(=S)[nH]1 was read as Sm TGR inh 1%[57.1 µM], AmpC no deterg -10%, AmpC inh detg -1%, HCMV inh -7, AMA1-RON2 inh 74%[activator] and FBPA Giardia inh 6%.
Screening COc1ccccc1NC(=O)C(=O)NCC1CCCN1S(=O)(=O)c1cccs1 (centres undefined) returned Sm TGR inh -4%, AmpC no deterg -9%, AmpC inh detg -3%, HCMV inh 5 and AMA1-RON2 inh 0%.
`Cc1cccc2cc(COC(=O)C3CCCCC3)c(=O)[nH]c12` gave Sm TGR inh 1%, AmpC no deterg -4%, AmpC inh detg inconclusive, HCMV inh 20, AMA1-RON2 inh 10% and FBPA Giardia inh 6%.
For Cc1cccc(CSc2nnc(N)n2-c2ccccc2)c1 the results were Sm TGR inh -3%, AmpC no deterg -4%, AmpC inh detg inconclusive, HCMV inh -27, AMA1-RON2 inh -3% and FBPA Giardia inh 3%.
Screening C/C(=N\Nc1ccccn1)c1ccc2c(c1)OCO2 returned Sm TGR inh -2%, AmpC no deterg -37%, AmpC inh detg -6%, HCMV inh -21, AMA1-RON2 inh 6% and FBPA Giardia inh -22%.
Screening Cc1ccc2[nH]c(C(=O)N3CCC(C(N)=O)CC3)cc2c1 returned Sm TGR inh -5%, AmpC no deterg -9%, AmpC inh detg 7%, HCMV inh 70, AMA1-RON2 inh 11% and FBPA Giardia inh 2%.
For COc1ccc(-c2nc(-c3cccnc3)no2)cc1OC the results were Sm TGR inh 13%, AmpC no deterg 34%, AmpC inh detg -10%, HCMV inh 48, AMA1-RON2 inh 5% and FBPA Giardia inh 2%.
`Cc1c(Cl)cccc1NC(=O)c1ccc(NC(=O)N2CCSc3ncccc32)cc1` gave Sm TGR inh 3%, AmpC inh detg 15% and HCMV inh 0.
`COc1ccc(N2CCN(Cc3cc(=O)oc4ccc(Cl)cc34)CC2)cc1` gave Sm TGR inh 1%, AmpC no deterg 30%, AmpC inh detg inconclusive, HCMV inh 1, AMA1-RON2 inh 4% and FBPA Giardia inh 2%.
Screening CCn1c(SCC(=O)NNC(=O)Cc2ccccc2)nnc1-c1ccccc1 returned Sm TGR inh -2%, AmpC no deterg -9%, AmpC inh detg -5%, HCMV inh 19, AMA1-RON2 inh 75%[activator] and FBPA Giardia inh -2%.
`Cc1cc(NC(=S)N(CCCN2CCN(C)CC2)Cc2ccco2)ccc1Cl` gave Sm TGR inh 16%, AmpC no deterg 105%[activator], AmpC inh detg -5%, HCMV inh -31, AMA1-RON2 inh -7% and FBPA Giardia inh -1%.
Cc1cccc(OCC(=O)NCC(c2cccs2)N2CCOCC2)c1 (centres undefined) was read as Sm TGR inh -9%, AmpC no deterg 0%, AmpC inh detg 0%, HCMV inh 9 and AMA1-RON2 inh 7%.
O=c1[nH][nH]c(C(F)(F)F)c1C=Nc1ccccc1 was read as Sm TGR inh -19%, AmpC no deterg -14%, AmpC inh detg -2%, HCMV inh -7, AMA1-RON2 inh 6% and FBPA Giardia inh -2%.
`COC(=O)[C@@H](NC(=O)N1CCN(c2cccc(C(F)(F)F)c2)CC1)C(C)C` gave Sm TGR inh -20%, AmpC no deterg 78%[activator], AmpC inh detg -8%, HCMV inh -37, AMA1-RON2 inh 13% and FBPA Giardia inh 15%.
Screening CC1=C(C(=O)OC(C)C)C(c2c[nH]c3ccccc23)n2ncnc2N1 (centres undefined) returned Sm TGR inh -1%, AmpC no deterg 3%, AmpC inh detg inconclusive, HCMV inh -27, AMA1-RON2 inh -5% and FBPA Giardia inh 0%.

In the list so far, these have a Cl atom:
For O=C(NCCCNC(=O)c1cc(Cl)ccc1Cl)c1ccccn1 the results were Sm TGR inh 12%, AmpC no deterg -11%, AmpC inh detg 3%, HCMV inh 48, AMA1-RON2 inh 31%[activator] and FBPA Giardia inh -2%.
`COc1cc(OC)c(NC(=O)c2cc3c(=O)oc4ccc(C)cc4c3s2)cc1Cl` gave Sm TGR inh 1%, AmpC inh detg 1% and HCMV inh 1.
`Cc1c(Cl)cccc1NC(=O)c1ccc(NC(=O)N2CCSc3ncccc32)cc1` gave Sm TGR inh 3%, AmpC inh detg 15% and HCMV inh 0.
`COc1ccc(N2CCN(Cc3cc(=O)oc4ccc(Cl)cc34)CC2)cc1` gave Sm TGR inh 1%, AmpC no deterg 30%, AmpC inh detg inconclusive, HCMV inh 1, AMA1-RON2 inh 4% and FBPA Giardia inh 2%.
`Cc1cc(NC(=S)N(CCCN2CCN(C)CC2)Cc2ccco2)ccc1Cl` gave Sm TGR inh 16%, AmpC no deterg 105%[activator], AmpC inh detg -5%, HCMV inh -31, AMA1-RON2 inh -7% and FBPA Giardia inh -1%.
